TNAP act mid DEA – human TNAP enzyme activators, primary screen, biochemical, luminescent, intermediate phosphate acceptor level | activation factor at 20 µM | purified TNAP, CDP-star luminescence, 100 mM DEA, 30 min; stronger effect = higher value; scale: 0 levamisole-inhibited, 1 vehicle-only enzyme | AID 813, 2007 | 64,000 tested, under 10 active;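 active = activation factor of at least 2 at 20 µM, relative to controls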
SF1 activator – activators of human SF-1, primary screen, cell-based, CHO-K1, Gal4-SF-1 LBD, luciferase luminescence | Steroidogenic factor 1 (Homo sapiens), Q13285 | CHO-K1 Gal4-SF-1 LBD luciferase reporter; % increase over DMSO SF-1-specific signal | activation, % at 10 µM | 65,000 compounds, 1.9% hits | AID 522, 2006;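 active = activation above the mean activation of all tested compounds plus 3 SD, cut at about 50% in these data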
Target sequence (Q13285 whole entry, looked up, the tested form may be a part): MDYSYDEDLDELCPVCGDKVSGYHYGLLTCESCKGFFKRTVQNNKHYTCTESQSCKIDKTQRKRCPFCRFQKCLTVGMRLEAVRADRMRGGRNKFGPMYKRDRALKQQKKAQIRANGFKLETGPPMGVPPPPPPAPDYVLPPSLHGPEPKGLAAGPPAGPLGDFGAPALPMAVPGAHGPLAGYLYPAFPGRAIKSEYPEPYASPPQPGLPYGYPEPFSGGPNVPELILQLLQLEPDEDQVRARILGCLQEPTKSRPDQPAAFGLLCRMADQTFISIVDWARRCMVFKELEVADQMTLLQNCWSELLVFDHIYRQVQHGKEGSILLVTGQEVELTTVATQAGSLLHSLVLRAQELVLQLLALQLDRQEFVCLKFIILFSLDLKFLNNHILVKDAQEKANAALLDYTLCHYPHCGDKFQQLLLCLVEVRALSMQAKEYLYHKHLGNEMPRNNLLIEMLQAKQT
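Test system: CHO-K1 cells co-transfected with Gal4 DBD–human SF-1 LBD, 5xGal4 luciferase reporter. Quantity: 4,000 cells per well. Compound: 10 µM only. Incubation: compound added 1 h post-seeding, 20 h exposure at 37 °C, 5% CO2. Detection: SteadyLite luciferase luminescence. Replication: one test per compound.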
RORA act – activators of orphan receptor RORA, primary screen, cell-based, luminescence; CHO-K1 Gal4-RORA LBD luciferase reporter; percent increase over mock-subtracted basal signal; Nuclear receptor ROR-alpha (Homo sapiens), P35398; 65,000 compounds, 1.5% hits; activation, % at 10 µM;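 active = activation above the mean of all tested compounds plus 3 SD, cut at about 49% in these data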;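 also: 0% = DMSO-treated RORA cells and 100% = added signal equal to DMSO minus mock-transfected cells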
Autofluor 339 – intrinsic fluorescence of library compounds, ex339/em460 – biochemical, MLSMR library, data from DPM-DC assay, artefact control, profiling panel. AID 709, 2007. fluorescence fold increase at 10 µM. 65,000 compounds, 5.5% hits. compound autofluorescence, ex339/em460 nm, NADH buffer; stronger effect = higher value; 1 = no-compound wells, NADH background;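 active = at 10 µM, mean starting fluorescence two-fold or more over control wells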;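 also: signal is the first read of a kinetic run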
tolC growth inh – growth inhibitors of E. coli tolC mutant, primary screen, strain BW25113 ΔtolC::kan, 384-well | OD615 | growth inhibition, % at 10 µM (by protocol) | 65,000 compounds, 2.2% hits;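 active = growth inhibition at or above a cutoff equal to the mean over every tested compound plus 3 SD, cut at about 60% in these data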;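 also: growth measured after 20 h incubation at 37 °C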
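Test system – E. coli BW25113 ΔtolC::kan, tolC deletion mutant strain · Detection – OD at 615 nm · Buffer or medium – LB with kanamycin 50 µg/mL · Times – 20 h compound exposure of bacteria at 37 °C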
NADH coupling – inhibitors of PK/LDH coupling enzymes, profiling panel, artefact control, biochemical, MLSMR library | 65,000 compounds, 0.02% hits | coupled PK/LDH NADH assays, four targets | IC50, µM (highest dose often 10 µM), inactives show at the top dose inhibition;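 active = single-dose screening hits from any of four coupled enzyme assays that gave an IC50 when retested across doses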;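 also: the DPM-DC format reads NADH fluorescence rather than 340 nm absorbance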
M1 agonist – M1 muscarinic receptor agonists, primary screen, CHO-M1 cells, Fluo-4 calcium, agonist mode. Fluo-4 calcium fluorescence; stronger effect = higher value. 64,000 compounds, 3% hits. B-score at 10 µM;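 active = fluorescence rise, raw or as B-score row- and column-corrected plate score, outside the 99.7% band of its plate's samples, either direction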
E coli RNAP – E. coli RNAP inhibitors, biochemical. 62,000 compounds, 0.2% hits. E. coli RNA polymerase, fluorescence transcription assay. DNA-directed RNA polymerase subunit beta (Escherichia coli (strain K12)), P0A8V2. inhibition, %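 (tested at 10 µM)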; in the data active = inhibition above about 20%;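 also: 0% = enzyme without compound and 100% = no enzyme blank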
M1 antag – antagonists of rat M1 muscarinic receptor; Muscarinic acetylcholine receptor M1 (Rattus norvegicus), P08482; CHO-M1 cells, Fluo-4 calcium, ACh EC80 antagonist mode; stronger effect = lower value; B-score at 10 µM; 64,000 compounds, 3.4% hits; AID 628, 2007;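 active = calcium fluorescence response, raw or row-and-column corrected B-score, differing from the plate sample mean either way at a set confidence level, mostly lower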
Target sequence (P08482 whole entry, looked up): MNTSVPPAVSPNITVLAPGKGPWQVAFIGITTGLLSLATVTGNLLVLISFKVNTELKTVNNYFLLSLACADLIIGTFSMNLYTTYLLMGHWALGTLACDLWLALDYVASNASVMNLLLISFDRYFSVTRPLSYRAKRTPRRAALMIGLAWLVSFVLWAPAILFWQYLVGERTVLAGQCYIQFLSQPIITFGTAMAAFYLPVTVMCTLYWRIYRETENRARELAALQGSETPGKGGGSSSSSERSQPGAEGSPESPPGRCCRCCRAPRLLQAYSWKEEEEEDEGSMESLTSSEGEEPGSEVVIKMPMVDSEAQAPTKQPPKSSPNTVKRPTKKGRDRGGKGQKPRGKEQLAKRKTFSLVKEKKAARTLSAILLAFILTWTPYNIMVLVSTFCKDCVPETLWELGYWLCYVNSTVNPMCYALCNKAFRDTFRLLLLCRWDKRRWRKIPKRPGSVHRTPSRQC
The depositor's hits bear a star; x = not tested or not shown; [ ] = remark or other dose.

SMILES	TNAP act mid DEA	SF1 activator	RORA act	Autofluor 339	tolC growth inh	NADH coupling	M1 agonist	E coli RNAP	M1 antag
COc1cccc(-c2nn(C)c3sc(C(=O)NCc4ccc5c(c4)OCO5)cc23)c1	0.9	-15	-3	1.4	20	9%	-0.62	-4	-1.2
Cc1occc1-c1nnc(SCC(=O)NCc2ccc3c(c2)OCO3)n1CC(C)C	0.9	20	7	1.1	-6	3%	-0.019	3	-0.038
CCCCCCC1/C(=N/O)CCC1C(=O)OC (stereo not drawn)	0.8	10	-2	1	0	3%	-0.19	9	0.11
COCCCN1C(=O)C(=O)/C(=C(/O)c2ccc3c(c2)OCCO3)C1c1ccc(C(=O)OC)cc1 (stereo not drawn)	1.1	-22	-2	0.75	0	13%	0.15	-3	0.52
CCOc1ccc(NC(=O)N(CCN(C)C)C(C)c2ccncc2)cc1 (stereo not drawn)	0.9	-16	5	1	-9	2%	-0.21	-3	0.85
Cc1ccccc1-c1nc2ccccc2c(=O)n1C1CCS(=O)(=O)C1 (stereo not drawn)	0.9	-14	7	1.1	-2	1%	-0.68	-7	0.27
CCN(CC)C(=O)CSc1nc(O)cc(=O)n1C	0.9	16	-4	1.1	-4	4%	-0.32	5	0
Cc1cc(C)nc(Sc2ccc3nnnn3n2)n1	0.9	-11	3	1.1	-31	5%	0.86	-1	-1.1
Cc1nn(C(=O)c2ccc3c(c2)OCO3)c(N)c1-c1ccccc1	0.8	-22	15	1	27	1%	-1.7	-3	-0.061
CCc1c(C)n([O-])c2c([n+]1=O)CCC2	0.8	-13	-14	1	8	5%	-0.061	-2	0.024
COC(=O)c1cc2oc3ccccc3c2n1Cc1ccccn1	0.9	-7	-9	1.4	21	6%	-0.53	2	-0.2
Cc1ccc(S(=O)(=O)NCCNC(=O)C2CCCNC2=O)cc1 (stereo not drawn)	0.8	-9	11	1.1	x	4%	0.39	5	0.41
Cn1nc(OCC(N)=O)ccc1=O	1	-2	10	1.1	-9	2%	0.0056	4	0.1
COC(=O)C1C(=O)CC(C)(O)C(C(=O)OC)C1/C=C/c1ccccc1 (stereo not drawn)	1	12	-4	1.1	-9	4%	0.46	7	-0.2
Cc1cnn(Cc2ccccc2)c1N	0.9	20	-19	1	3	4%	-0.6	9	0.28
CC1(C)CN=C(N2CCN(c3ncnc4sc5c(c34)CCCC5)CC2)S1	0.9	-23	-3	1	21	2%	-0.066	8	-3.9*
CCOC(=O)C1=C(N)Oc2cc(C)[nH]c(=O)c2C1c1ccncc1 (stereo not drawn)	0.9	-5	-2	1.1	-10	7%	0.12	9	0.37
O=C1CC(N2CCN(c3ccccc3)CC2)C(=O)N1c1ccc2c(c1)OCCO2 (stereo not drawn)	0.9	-12	0	1.1	-4	2%	-0.17	8	-0.052
O=C1c2ccccc2C(Nc2cccc(C(F)(F)F)c2)N1Cc1ccco1 (stereo not drawn)	0.9	-14	3	1.1	93*	3%	3.2	4	-0.49
COc1ccc(C(c2nnnn2Cc2cccs2)N2CCN(c3ccc(F)cc3)CC2)cc1OC (stereo not drawn)	0.9	38	10	1.1	27	6%	-0.75	5	0.067
COCCn1c(=O)[nH]c2cc(C(=O)N3CCN(Cc4ccc5c(c4)OCO5)CC3)ccc2c1=O	0.8	-6	-11	1.2	-8	1%	-0.37	1	0.078
COc1ccc(/C(O)=C2/C(=O)C(=O)N(CCCN(C)C)C2c2cccnc2)cc1 (stereo not drawn)	0.9	-3	-18	1	-28	7%	0.23	7	0.043
CC1(C)CC(NC(=O)c2ccccc2Cl)CC(C)(C)N1	0.9	1	-12	1.1	-18	0%	-0.76	0	0.56
COc1cccc(C(c2nnnn2Cc2ccccc2)N2CCN(C3CCCC3)CC2)c1OC (stereo not drawn)	0.9	2	-18	1	-12	0%	2.8*	11	-1.7*
CCN(CC)CC(=O)Nc1cc(C)c2c(=O)oc3ccccc3c2n1	1	18	18	1.2	-4	6%	0.72	3	0.026
CCCCCC(C)n1[nH]c(=O)c2c(C)cc(C)nc21 (stereo not drawn)	0.9	11	2	1.3	3	12%	0.16	4	0.42
CCCOc1ccc(C2C(C(=O)OC)=CN(CCOC)C=C2C(=O)OC)cc1	1	12	-10	2.6*	13	7%[fluoresces]	-0.45	-22	0.1
O=C(c1ccco1)N1CCN(c2c(-c3ccccc3)c3cc(Cl)ccc3[nH]c2=O)CC1	0.9	-15	-2	1.3	70*	5%	-1.6	6	-0.97
CC(C)Cc1nc(S(=O)(=O)c2ccc(Cl)cc2)c(N2CCOCC2)o1	0.9	-19	-4	1	-1	2%	-0.96	15	-0.23
NC(=O)C1CCN(c2ncnc3c2c(-c2ccccc2)cn3-c2ccccc2)CC1	1.1	-20	5	1.1	4	1%	3.7*	2	-1.5
CC(=O)Nc1ccc(C(=O)CSc2nnnn2C(C)C)cc1	0.9	6	-14	1.1	-9	5%	-0.84	1	-0.017
COc1ccc(C2SCC(C(=O)O)N2C(C)=O)cc1OC (stereo not drawn)	1	-18	15	1.1	-7	4%	-0.18	3	-1.1
COc1ccc(Nc2cc(C)nc3nc(C)nn23)cc1Cl	1.1	-36	-1	1	-1	5%	-0.35	18	-0.11
Cc1c(-c2cccs2)[n+](=O)c2c(n1[O-])CCCC2	0.9	-2	-12	1.1	4	6%	-0.021	6	0.021
COC(=O)CNC(=O)CCCCC(=O)NCC(=O)OC	0.9	-7	-11	1.1	-24	2%	x	5	x
CCCc1[nH]nc2c1C1(C(=O)N(CC)c3ccccc31)C(C#N)=C(N)O2 (stereo not drawn)	0.9	-12	-15	1.1	12	8%	-0.017	-2	0.3
CCNC(=O)CC(=O)Nc1ccccc1C(=O)O	0.9	5	13	1	-25	8%	-0.23	-4	0.094
COc1cccc(NC(=O)CSc2nnc(Cn3c(=O)sc4ccccc43)n2C)c1	1	-29	12	1.1	-6	4%	0.56	6	-0.026
Cc1ccc2[nH]c(=O)c(C(c3nnnn3C3CCCC3)N(Cc3cccnc3)Cc3ccco3)cc2c1 (stereo not drawn)	0.9	-7	22	1.2	63*	4%	0.82	2	-0.0073
COCc1nnc(NS(=O)(=O)c2ccc(Br)cc2)s1	1	4	-5	1.1	-7	3%	0.069	1	-0.0023
Cc1noc(NS(=O)(=O)c2ccc(N/C=C/C(=O)c3cccnc3)cc2)c1C	0.9	-18	5	1.1	-7	7%	-1.2	6	0.55
CCOC(=O)C1CCN(c2cc(=O)n(-c3ccccc3Cl)c(=O)[nH]2)CC1	x	-16	-2	1.1	-8	9%	0.19	x	0.35
COC(=O)c1ccccc1N(C)S(C)(=O)=O	0.9	0	-15	1.1	-18	5%	0.0019	2	0.83
O=C(Cn1nc(C(F)(F)F)c2c1CCCC2)NCc1ccco1	0.9	2	7	1.1	-6	8%	-0.032	4	-1.4
COc1ccccc1N(C)S(=O)(=O)c1ccc(C(=O)OCC(=O)NCc2ccco2)cc1	0.9	12	9	1.1	29	5%	6.9*	6	-0.65

Overlap with the part before: 3 entries, then new ones.
SMILES	TNAP act mid DEA	SF1 activator	RORA act	Autofluor 339	tolC growth inh	NADH coupling	M1 agonist	E coli RNAP	M1 antag
COC(=O)c1ccccc1N(C)S(C)(=O)=O	0.9	0	-15	1.1	-18	5%	0.0019	2	0.83
O=C(Cn1nc(C(F)(F)F)c2c1CCCC2)NCc1ccco1	0.9	2	7	1.1	-6	8%	-0.032	4	-1.4
COc1ccccc1N(C)S(=O)(=O)c1ccc(C(=O)OCC(=O)NCc2ccco2)cc1	0.9	12	9	1.1	29	5%	6.9*	6	-0.65
Cc1cc(C(F)(F)F)nc(SCC(=O)Nc2ccccc2)n1	1	6	-1	1.1	7	2%	-1	2	-1.5
Cn1c(SCC(=O)Nc2cc(=O)n(C)c(=O)n2C)nnc1-c1cccs1	0.9	6	-1	1.1	-11	0%	-0.55	x	0.86
COc1ccc(NC(C)=O)cc1NC(=O)CSc1nnc(-c2ccc(F)cc2)n1N	0.9	7	4	1.1	0	4%	0.2	5	0.5
CCCOc1ccc(C2NC(=O)NC2=O)cc1 (stereo not drawn)	1	-3	14	1.1	4	2%	-0.48	x	-0.1
Cc1cccc(NC(=O)CS(=O)(=O)c2cn(C)c3ccccc23)c1	0.8	-9	5	1	3	3%	-0.4	2	0.34
Cc1nc2scc(-c3ccccc3)c2c(=O)n1/N=C/c1ccco1	0.9	4	-13	1.1	0	5%	0.67	8	0.94
Cc1ccc(NC(=O)C2CCCN(S(=O)(=O)c3c(C)noc3C)C2)cc1F (stereo not drawn)	0.9	5	12	1.1	-6	4%	0.33	5	0.044
Cc1cc(C)n(-c2cc(-c3ccccc3)nc(C)n2)n1	0.9	-10	-5	1.1	3	5%	1.8	2	0.17
Fc1cccc(Nc2ncnc3c2cnn3-c2ccccc2)c1	0.8	57*	102*	1.5	30	3%	-0.88	4	0.042
CCOc1ccc2nc(NCCNC(=O)Nc3ccccc3)c(C#N)cc2c1	1.2	-24	0	1.7	9	10%	2.6	-2	0.014
CCCS(=O)(=O)N1CCCC(C(=O)NCCN2CCOCC2)C1 (stereo not drawn)	1	1	12	1.1	-28	4%	0.2	5	-0.19
CCCC(=NCC(=O)O)C1=C(O)C(C(=O)OC)C(C)(C)CC1=O (stereo not drawn)	1	2	-17	1.1	-27	0%	0.25	9	-0.12
O=S1(=O)NC(=NCc2ccco2)c2ccccc21	0.8	-18	-19	1.1	-6	6%	x	2	x
Cc1ccccc1-n1c(Cn2c(=O)sc3ccccc32)nnc1SCC(=O)NCC1CCCO1 (stereo not drawn)	1	-5	-35	1.1	2	4%	-0.17	3	-0.9
Cc1ccc2c(c1)-c1ccccc1S(=O)(=O)N2	1	-1	-6	3.7*	11	5%[fluoresces]	-0.12	3	-0.021
Cc1nc2cc(NC(=O)N3CC4(C)CC3CC(C)(C)C4)ccc2n1C (stereo not drawn)	0.9	-11	-9	1	7	3%	-0.92	-5	-0.62
Cc1ccc(N(C(=O)Cn2nnc3ccccc32)C(C(=O)NCc2ccco2)c2cccnc2)cc1 (stereo not drawn)	0.8	14	19	1.1	-3	8%	-0.86	9	-0.097
O=C(CCN1C(=O)C2C3C=CC(C3)C2C1=O)Nc1ccccn1 (stereo not drawn)	0.9	6	2	1.1	-10	7%	0.045	5	1.1
COC(=O)c1cccc(C(=O)Nc2cnc3ccccc3c2)n1	1	97*	43	1	11	8%	3.7*	2	-0.44

In the list so far, three contain a CF3 group:
SMILES	TNAP act mid DEA	SF1 activator	RORA act	Autofluor 339	tolC growth inh	NADH coupling	M1 agonist	E coli RNAP	M1 antag
O=C1c2ccccc2C(Nc2cccc(C(F)(F)F)c2)N1Cc1ccco1 (stereo not drawn)	0.9	-14	3	1.1	93*	3%	3.2	4	-0.49
O=C(Cn1nc(C(F)(F)F)c2c1CCCC2)NCc1ccco1	0.9	2	7	1.1	-6	8%	-0.032	4	-1.4
Cc1cc(C(F)(F)F)nc(SCC(=O)Nc2ccccc2)n1	1	6	-1	1.1	7	2%	-1	2	-1.5

Screening data deposited in PubChem BioAssay by several laboratories.
